N370S GC mod – inhibitors or activators of N370S glucocerebrosidase for Gaucher disease | Potency, µM (series often up to 59.4 µM), for the others: at the highest dose activity change, negative = inhibition, usual class: inhibitors | N370S GC spleen homogenate, 4MU-glucoside fluorescence | P04062 | hit rate 0.092% among 330,000;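 further: 0% = full enzyme activity and -100% = no enzyme basal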
FEN1 inhibitor – human FEN1 inhibition; P39748; Recombinant FEN1 flap cleavage, fluorescence, 15 min; Potency, µM (top dose mostly 114 µM), inactives show at the highest dose activity change, negative = inhibition, usual class: inhibitors; hit rate 0.35% among 390,000; further: nearly all actives have a fitted effect of over 65% in size
Target sequence (P39748 whole entry, looked up): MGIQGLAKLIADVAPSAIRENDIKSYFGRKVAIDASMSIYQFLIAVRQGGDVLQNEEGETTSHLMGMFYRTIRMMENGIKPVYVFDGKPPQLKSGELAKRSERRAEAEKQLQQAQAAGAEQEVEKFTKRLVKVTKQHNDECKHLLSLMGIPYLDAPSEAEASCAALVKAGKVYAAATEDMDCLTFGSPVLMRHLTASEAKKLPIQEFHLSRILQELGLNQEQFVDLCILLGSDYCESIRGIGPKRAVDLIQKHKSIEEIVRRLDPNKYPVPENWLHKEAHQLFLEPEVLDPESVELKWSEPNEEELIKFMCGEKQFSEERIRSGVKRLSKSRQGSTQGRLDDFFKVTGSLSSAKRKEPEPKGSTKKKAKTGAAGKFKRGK
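In this screen, 50 nM flap DNA substrate was added to 10 nM FEN1 pretreated with compound for 15 min at room temperature; cleavage was followed with reads at 0 and 15 min, and Hill fitting gave concentration–response parameters.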
DT40 TDP1 CPT – DT40-hTDP1 cell growth loss with CPT. chicken DT40 Tdp1-/-;hTDP1 cells + 20 nM CPT, ATP luminescence, 48 h. Potency, µM (doses to about 46.2 µM), without a hit: at the highest dose activity change, negative = growth inhibition, actives largely listed as inhibitors. hit rate 12% among 420,000. AID 686979; further: nearly all actives have a fitted effect of over 55% in size
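Cell growth measured by CellTiter-Glo luminescence after a minimum 48 h, 37 C compound exposure with 20 nM CPT in Tdp1-knockout DT40 cells stably expressing hTDP1, seeded 400/well; qHTS titration format.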
Starred values were filed as active, the others as inactive; ? = inconclusive; nt = no result given; & = joins results of further samples; ! = not active in a repeat; [ ] = dose if it differs, or a comment. The call rests on the fitted dose curve; in most records, active means well fitted curve in the direction sought with a large enough effect; inconclusive means small, poorly fitted or top-dose-only effect, or another doubt; inactive means no such curve, though single readings can be large; an effect the other way counts as inactive or inconclusive. Unless noted, on the % scale 0 is the no-effect control and ±100 the full control effect; potency means the concentration at half of the fitted maximal effect.

SMILES	N370S GC mod	FEN1 inhibitor	DT40 TDP1 CPT
CCc1cccc(NC(=O)CC2Oc3ccc(C)cc3NC2=O)c1 (configuration not stated)	nt	20%	-9%
Cc1cc(C)c(S(=O)(=O)N2CCN(C(=O)CCn3nc(C)c(C)c3C)CC2)c(C)c1	-15%	-2%	-62%
Cc1nn(Cc2ccccc2)c2ncccc12	0%	42%[activator]	?
COc1ccc(C)cc1NC(C)C(=O)c1c[nH]c2ccccc12 (configuration not stated)	nt	-18%	-14%
Cc1cc(NC(=O)C2CC(=O)OC2c2ccccc2)no1 (configuration not stated)	-5%	-5%	-15%
CCCN(CC(=O)Nc1ccc(F)c(F)c1F)C(=O)C1=COCCO1	-5%	-1%	-13%
O=C(c1cc(-c2ccc(O)cc2)on1)N1CCN(c2ccccc2)CC1	-16%	-11%&-12%	18µM*!
COc1ccccc1NC(=O)Nc1nn(C)c2cccc(N(C)C)c12	5%	-18%	15µM*
N#Cc1c2c(c(NCc3cccnc3)n3c1nc1ccccc13)CCC2	12%	-8%	-5%
O=C1CCCC/C1=C/Nc1cccc(C(F)(F)F)c1	6%	-2%	-26%
COC(=O)[C@H](C)[C@H](CC(C)C)NC(=O)[C@H](C)[C@H](CC(C)C)NC(=O)c1ccccn1	-3%	1%	nt
COc1ccc(C(=O)NC(=S)Nc2cccc3cc(O)ccc23)cc1OC	-10%	6%	-23%
O=C(Cc1c(C(=O)O)[nH]c2ccccc12)NCCN1CCN(c2ccccc2F)CC1	3%	8%	3%
COc1ccc(-c2cccc(C(=O)N3CCOCC3)c2)cc1	-7%	-5%	11%
Nc1nnc(CC(=O)N/N=C/c2ccccc2OCc2ccc(F)cc2)s1	-8%	-16%	?
CCc1c(C)c2ccc(O)c(CN3CCN(c4ccccc4)CC3)c2oc1=O	nt	12%	15µM*
CCOc1cc(CNCc2ccncc2)cc(Br)c1OCc1ccccc1F	?	7%	?
Cc1ccc(OCC(=O)NC(=S)Nc2cccc(NC(=O)c3ccc(Cl)cc3Cl)c2)cc1	5%	2%	-29%
COc1cccc(CNC(C)C(=O)Nc2ccc(S(=O)(=O)N3CCCC3)cc2)c1 (configuration not stated)	nt	9%	-18%
COc1ccc2c(c1)C(c1ccccc1)=NNC(c1ccco1)=N2	3%	3%	-13%
CCOCCCNC(=O)C(c1ccccc1)N(Cc1cccs1)C(=O)CNC(=O)c1ccccc1 (configuration not stated)	13%	0%	?
O=C(CSc1nnc2sc3ccccc3n12)N1CCN(c2ccccc2)CC1	4%	-5%	?
O=C(c1cccc(NS(=O)(=O)c2cccc(F)c2)c1)N1CCN(c2ccccc2)CC1	-1%	2%	-3%
Cc1ccc(S(=O)(=O)N2CCCCC2)cc1NC(=O)c1ccccn1	-3%	13%	?
Cc1ccc(-c2cn3c(n2)sc2cc(C(=O)NC4CCCCCC4)ccc23)cc1	nt	-10%	10µM*
CCN(CC)c1nc(C)c2c(c1C#N)CC(C)(C)OC2	7%	2%	-4%
COc1cccc(C(=O)NCc2cn3ccccc3n2)c1	nt	-17%	3%
C/C=C\C(=O)Nc1cccc(C2=NOC3(C2)C[C@@H](C(N)=O)N(C(=O)CCCCC)C3)c1 (some centres not stated)	-6%	3%	-11%
Cc1[nH]c2ccc(C(=O)NCCCN3CCN(C)CC3)cc2c1C	-2%	12%	0%
CCC(=O)N1CCc2cc(Br)cc(S(=O)(=O)CCC(=O)NCc3ccc(C)cc3)c21	nt	-13%	1%
CCC(C)NC(=O)CCc1c(C)nc2cc(-c3ccc(OC)cc3OC)nn2c1C (configuration not stated)	nt	-3%	?
NC(C(=O)O)C(O)C(=O)O (configuration not stated)	6%	nt	-5%
COc1ccc(NC(=O)CSc2nnc(Cc3cccs3)n2C)cc1	-3%	-10%	8%
COc1ccccc1OCc1ccc(C(=O)N/N=C/c2ccco2)cc1	-3%	-9%	5%
Cc1ccc(CN(C)CCc2ccccn2)cc1	4%	0%	-21%
O=C(O)CSC(NC(=O)c1cccnc1)(C(F)(F)F)C(F)(F)F	-4%	-5%	1%
O=C(NC(Cc1c[nH]c2ccccc12)C(=O)O)c1cccs1 (configuration not stated)	1%	6%	-3%
CCC(O)(CC)C(=O)N(Nc1ccc(C)cc1)c1ccc(C)cc1	-12%	-17%	?
NS(=O)(=O)c1ccc(CCNC(=O)COC(=O)COc2cccc(C(F)(F)F)c2)cc1	nt	-13%	4%
COc1ccc(Oc2ccc(C(F)(F)F)cc2NC(=O)CC(CC(=O)O)c2ccccc2)cc1 (configuration not stated)	28%	18%	-6%
CCN(CC)S(=O)(=O)c1nnc(NC(=O)c2ccccc2Cl)s1	nt	20%	-2%
COc1ccc(CNC(=O)CCC2N=C3c4ccccc4N=C(SCC(=O)NCC4CCCO4)N3C2=O)cc1 (configuration not stated)	21%	31%[activator]	1%
CC(=O)Nc1c(Nc2ccccc2)c2ccccc2oc1=O	0%	2%	-1%
Cc1nc2cnc(N3CCN(C)CC3)nc2n(C[C@H]2CCCO2)c1=O	-8%	nt	12%
CS(=O)(=O)N1CCC(Oc2ccccc2C(=O)N2CCN(CC3CC3)CC2)CC1	-2%	3%	-6%
COc1ccc(C2C(C(=O)Nc3ccc(OC)c(OC)c3)c3ccccc3C(=O)N2C)cc1 (configuration not stated)	5%	-2%	3%
CCOc1ccc(CNC(=O)C2CCCN(c3nc4c(C)cc(C)cc4s3)C2)cc1 (configuration not stated)	nt	-1%	18µM*
O=C(Cc1ccccc1)Nc1ccc(C(=O)NCc2ccccc2)cc1	2%	1%	-14%
CCN(CC)S(=O)(=O)c1ccc(Cl)c(NC(=O)COc2ccc(OC)cc2[N+](=O)[O-])c1	27%	-7%	?
Cc1ccc(C2(C)NC(=O)N(CC(=O)N(c3ccccc3)C3CCS(=O)(=O)C3)C2=O)cc1 (configuration not stated)	nt	-12%	13%
CCOc1ccc(S(=O)(=O)N2CCN(c3ccccc3F)CC2)c2cccnc12	?	-11%	21µM*
Cc1ccc(Nc2nc(N)nc(CN3CCN(Cc4ccc5c(c4)OCO5)CC3)n2)c(C)c1	-1%	9%	?
CCC1CCCCN1C(=S)Nc1ccc(C(C)=O)cc1 (configuration not stated)	-2%	-3%	-4%
Cc1cc(NC(=O)CCN2CC(C)OC(C)C2)ccc1Br (configuration not stated)	-5%	13%	-25%
O=C(COC(=O)CCC(=O)c1cccs1)NCc1ccccc1	-5%	-1%	2%
Cc1ccc(Nc2ccc(S(=O)(=O)N3CCOCC3)cc2[N+](=O)[O-])cc1C	-5%	-2%	?
O=C(NCc1ccccc1Cl)C(=O)c1cn(CC(=O)N2CCOCC2)c2ccccc12	-21%	6%	-18%
COc1ccc(CC(=O)OCCc2cc3cc(OC)c(OC)cc3c(=O)o2)cc1	nt	-8%	1%
Cc1ccc(/C(O)=C2\C(=O)C(=O)N(CCN(C)C)C2c2ccccc2F)cc1 (configuration not stated)	-3%	1%	1%
CN(C)C(CNS(=O)(=O)c1ccc(Cl)cc1F)c1ccco1 (configuration not stated)	nt	3%	-18%

Reformatted with two lines to a compound: part of the list above
Results follow in this order: N370S GC mod	FEN1 inhibitor	DT40 TDP1 CPT
> N#Cc1c2c(c(NCc3cccnc3)n3c1nc1ccccc13)CCC2
    12%	-8%	-5%
> O=C1CCCC/C1=C/Nc1cccc(C(F)(F)F)c1
    6%	-2%	-26%

New compounds follow
SMILES	N370S GC mod	FEN1 inhibitor	DT40 TDP1 CPT
N#Cc1ccc(CSCC(=O)NN=C2CCCC2)cc1	-2%	17%	-6%
CSCCC(=O)N1CCCC(CO)(CCCc2ccccc2)C1 (configuration not stated)	4%	-6%	-9%
COc1cccc([C@@H]2Oc3ccc(OC)cc3C(=O)[C@H]2OC(=O)Nc2cc(OC)c(OC)c(OC)c2)c1	-4%&26%	-19%	?
O=C(Nc1ccc(F)cc1F)N1CCCCC1c1cccnc1 (configuration not stated)	-16%	-3%	-27%
Cc1cc(C)nc(NS(=O)(=O)c2ccc(NC(=S)NC(=O)c3ccco3)cc2)n1	-25%	-2%	2%
CCOc1ccc(NC(=O)CCSc2nc3c(c(CC)c2C#N)C(=O)CC(C)(C)C3)cc1	1%	-18%	?
O=C(Nc1ccc(N2CCN(C(=O)c3ccco3)CC2)c(Cl)c1)c1cccs1	-22%	-1%	21µM*
Cc1ccc(-n2c(SCc3ccccc3C)nc3[nH]ncc3c2=O)cc1C	nt	-29%	?
Cc1cc(OC(=O)c2cccc([N+](=O)[O-])c2)c(C)cc1CN1CCOCC1	-18%	-8%	5%
CCN1CCN(c2ccc(S(=O)(=O)N3CCCCC3)cc2NC(=O)CCNC(C)=O)CC1	nt	3%	-6%
CCc1c(O)nc(SCC(=O)N(CC)CC)[nH]c1=O	-6%	2%	-1%
Cc1ccc(C)c(NC(=O)CSc2c3c(nc4ccc(Cl)cc24)CCCC3)c1	nt	15%	21µM*
CCOc1ccc(-c2nnc(NC(=O)Cc3ccc(OC)cc3)o2)cc1	-9%	-8%	4%
O=C(Cc1c(Cl)cccc1Cl)OCC(=O)N1CCN(C(=O)c2ccco2)CC1	7%	-3%	-1%
Cc1ccc(C)c(-n2c(CCC(=O)O)ccc2-c2ccc(Cl)cc2)c1	nt	8%	?
O=C(Nc1ccc(Br)c(Cl)c1)c1ccco1	6%	-19%	-14%
CCOC(=O)C1=CN(Cc2cccc(F)c2)S(=O)(=O)N(C)C1c1ccc2ccccc2c1 (configuration not stated)	nt	-14%	-55%
CCOC(=O)c1c(C)[nH]c(C)c1S(=O)(=O)NC(CC)CN1CCOCC1 (configuration not stated)	-4%	18%	5%
Cc1cc(Cl)ccc1OCC(=O)NCCCCc1ccccc1	-3%	-6%	-7%
COc1ccc2c(c1)C(=NN)c1cc(OC)ccc1-2	5%	-28%	16µM*
O=C(Cn1c2ccccc2c(=O)c2ccccc21)N/N=C/c1cc([N+](=O)[O-])ccc1N1CCCCCC1	-2%	-20%	0%
O=C(N/N=C/c1cccc([N+](=O)[O-])c1)c1cnccn1	-1%	-1%	-1%
Cc1nc2c(cc1C(=O)N/N=C/c1ccc([N+](=O)[O-])cc1)c(=O)n(C)c(=O)n2C	-2%	0%	-22%
CN(C(=O)c1ccc(NC(=O)Cc2ccc(NC(=O)C3CCCN(C(=O)C4CCC4)C3)cc2)cc1)C1CCCC1 (configuration not stated)	nt	7%	?
CN(C)CCN(Cc1ccco1)S(=O)(=O)c1ccc(-c2ccc(=O)[nH]n2)s1	-4%	-15%	-2%
CCOCCCNC(=O)c1[nH]c(C)c(C(C)=O)c1C	-6%	1%	-15%
N#Cc1c(N)nc2c(c1-c1ccncc1)CCCCCC2	nt	8%	-6%
CCCNc1ccc(-c2nc(-c3ccccn3)no2)cc1[N+](=O)[O-]	nt	12%	-5%
CCOc1ccc(CCNC(=O)c2nnc(CS(=O)(=O)c3ccccc3)o2)cc1OCC	-5%	2%	?
COc1ccc(S(=O)(=O)N2CCC(C(=O)NC3CC3)CC2)cc1C	-5%	14%	13%
Cc1ccc(-c2nc(N)s[n+]2-c2ccccc2)cc1	10%	5%	?
CCOc1ccc(NC(=O)C(=O)N/N=C\c2ccc(CNS(=O)(=O)c3ccccc3)o2)cc1	9%	-3%	?

14 of these compounds in a different format.
Screens in order: N370S GC mod, FEN1 inhibitor, DT40 TDP1 CPT
> Cc1cc(Cl)ccc1OCC(=O)NCCCCc1ccccc1
→ -3%, -6%, -7%
> COc1ccc2c(c1)C(=NN)c1cc(OC)ccc1-2
→ 5%, -28%, 16µM*
> O=C(Cn1c2ccccc2c(=O)c2ccccc21)N/N=C/c1cc([N+](=O)[O-])ccc1N1CCCCCC1
→ -2%, -20%, 0%
> O=C(N/N=C/c1cccc([N+](=O)[O-])c1)c1cnccn1
→ -1%, -1%, -1%
> Cc1nc2c(cc1C(=O)N/N=C/c1ccc([N+](=O)[O-])cc1)c(=O)n(C)c(=O)n2C
→ -2%, 0%, -22%
> CN(C(=O)c1ccc(NC(=O)Cc2ccc(NC(=O)C3CCCN(C(=O)C4CCC4)C3)cc2)cc1)C1CCCC1 (configuration not stated)
→ nt, 7%, ?
> CN(C)CCN(Cc1ccco1)S(=O)(=O)c1ccc(-c2ccc(=O)[nH]n2)s1
→ -4%, -15%, -2%
> CCOCCCNC(=O)c1[nH]c(C)c(C(C)=O)c1C
→ -6%, 1%, -15%
> N#Cc1c(N)nc2c(c1-c1ccncc1)CCCCCC2
→ nt, 8%, -6%
> CCCNc1ccc(-c2nc(-c3ccccn3)no2)cc1[N+](=O)[O-]
→ nt, 12%, -5%
> CCOc1ccc(CCNC(=O)c2nnc(CS(=O)(=O)c3ccccc3)o2)cc1OCC
→ -5%, 2%, ?
> COc1ccc(S(=O)(=O)N2CCC(C(=O)NC3CC3)CC2)cc1C
→ -5%, 14%, 13%
> Cc1ccc(-c2nc(N)s[n+]2-c2ccccc2)cc1
→ 10%, 5%, ?
> CCOc1ccc(NC(=O)C(=O)N/N=C\c2ccc(CNS(=O)(=O)c3ccccc3)o2)cc1
→ 9%, -3%, ?

Source: PubChem (National Center for Advancing Translational Sciences (NCATS))

A portion of the library (hit frequency here may not be typical).
